# TNAP act hiacc = activators of human TNAP at high phosphate acceptor concentration; P05186; purified TNAP, CDP-star luminescence, 1 M DEA, 30 min; stronger effect = higher value; 0 = EDTA background, 1 = DMSO-only activity; activation factor at 20 µM; 200,000 tested, under 10 active; AID 1136;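 active means activation factor at least 2 at 20 µM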
# Target sequence (P05186 whole entry, looked up): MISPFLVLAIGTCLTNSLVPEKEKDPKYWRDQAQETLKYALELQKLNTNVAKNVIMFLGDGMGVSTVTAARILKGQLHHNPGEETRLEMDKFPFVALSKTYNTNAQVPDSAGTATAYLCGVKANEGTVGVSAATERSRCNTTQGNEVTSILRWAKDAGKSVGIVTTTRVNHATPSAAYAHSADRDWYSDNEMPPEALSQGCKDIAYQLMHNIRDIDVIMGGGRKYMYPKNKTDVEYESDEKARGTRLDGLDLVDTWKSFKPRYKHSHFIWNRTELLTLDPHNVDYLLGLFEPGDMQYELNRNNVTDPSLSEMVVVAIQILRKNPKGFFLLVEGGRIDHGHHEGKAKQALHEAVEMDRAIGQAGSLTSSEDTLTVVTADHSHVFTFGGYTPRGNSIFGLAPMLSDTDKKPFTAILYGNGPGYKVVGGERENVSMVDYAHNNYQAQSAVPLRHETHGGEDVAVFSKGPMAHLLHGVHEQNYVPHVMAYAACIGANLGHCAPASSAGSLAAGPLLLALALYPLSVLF
#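 Assay system: human TNAP; Input: enzyme diluted 1/800 final; Reagent: CDP-star luminogenic substrate at 100 µM final; Timing: 30 min, room temperature; Signal: luminescence; Evaluation: TNAP activation factor scaled between EDTA and DMSO control wells.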
# TNAP inh hi DEA = TNAP (human) inhibition, high acceptor; P05186; purified TNAP, CDP-star luminescence, 1 M DEA; inhibition, % at 20 µM; 200,000 tested, 0.03% active;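 active means over 50% inhibition of tissue-nonspecific alkaline phosphatase at 20 µM in the single-dose screen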;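 further: plate controls were DMSO wells for no effect and EDTA-quenched wells as full inhibition for full effect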
# PPARg SRC-1 ag = promotes SRC-1 coactivator recruitment by human PPARgamma; PPARgamma-SRC-1 coactivator recruitment biochemical assay; activation, % at 8 µM; 200,000 tested, 0.41% active; AID 631; in the data active means activation above about 19%;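 further: 0% = DMSO and 100% = reference agonist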
# Target sequence (P37231 whole entry, looked up): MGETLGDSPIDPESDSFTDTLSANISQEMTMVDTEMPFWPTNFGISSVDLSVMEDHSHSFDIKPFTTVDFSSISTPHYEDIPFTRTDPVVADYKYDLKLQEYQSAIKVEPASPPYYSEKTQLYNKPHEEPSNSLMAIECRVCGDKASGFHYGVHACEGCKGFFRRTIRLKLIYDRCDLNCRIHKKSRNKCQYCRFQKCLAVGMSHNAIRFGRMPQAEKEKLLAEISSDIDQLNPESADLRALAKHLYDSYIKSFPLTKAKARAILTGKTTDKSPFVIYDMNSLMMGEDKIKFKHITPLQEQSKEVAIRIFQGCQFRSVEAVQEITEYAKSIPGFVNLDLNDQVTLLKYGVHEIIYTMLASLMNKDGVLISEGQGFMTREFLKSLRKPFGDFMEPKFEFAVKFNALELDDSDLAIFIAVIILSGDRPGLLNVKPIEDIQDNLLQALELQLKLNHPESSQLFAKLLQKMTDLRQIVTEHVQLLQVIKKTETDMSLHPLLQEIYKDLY
# HMGR II inh = inhibitors of class II HMG-CoA reductase from Enterococcus faecalis; purified E. faecalis HMGR, NADPH absorbance 340 nm kinetic; inhibition, % at 10 µM; 190,000 tested, 0.41% active; AID 1066;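 active means inhibition above a set limit, the median over all tested compounds plus 3 SD, cut at about 9.5% in these data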;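 further: enzyme runs in reverse so mevalonate oxidation gives rising NADPH absorbance; 0% = complete reaction with DMSO and 100% = background rate lacking mevalonate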
# PPARg SRC-3 ag = promotes SRC-3 coactivator recruitment by human PPARgamma. P37231. biochemical PPARgamma/SRC-3 coactivator recruitment assay. activation, % at 8 µM. 200,000 tested, 0.26% active. AID 731; in the data active means activation above about 23%;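 further: 0% = DMSO and 100% = reference agonist; some compounds past the cut are filed as inactive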
# PPARg SRC2 recr = promotes SRC-2 coactivator recruitment by human PPARgamma | 200,000 tested, 0.34% active | PPARgamma LBD-SRC-2 recruitment, biochemical | activation, % at 8 µM; in the data active means activation above about 22%;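 further: 0% = vehicle and 100% = reference agonist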
# TR-FRET SRC-2 ct = flags TR-FRET format artefacts in PPARgamma SRC-2 recruitment agonist screen | TR-FRET artefact counter-screen; stronger effect = higher value | TR-FRET ratio at 8 µM | 200,000 tested, 0.4% active; in the data active means TR-FRET ratio above about 2000; further: inactives centre near 1500
# bIAP inhibitor = intestinal alkaline phosphatase (bovine) inhibition; purified bovine IAP, CDP-star luminescence, 30 min; inhibition, % at 20 µM; 190,000 tested, under 10 active;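 active means over 50% inhibition of intestinal alkaline phosphatase at 20 µM in the single-dose screen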
#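 System: Purified bovine intestinal alkaline phosphatase (IAP) enzyme | Input: IAP diluted 1/65,000,000 in the well | Also added: CDP-star chemiluminescent phosphatase substrate, 30 µM final | Dosing: 20 µM single dose | Times: Enzyme reaction for 30 min at room temperature | Detection: Luminescence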
# bIAP act = intestinal alkaline phosphatase (bovine) activation; purified bovine IAP, CDP-star luminescence, 30 min; stronger effect = higher value; fold of DMSO-control signal, blank-subtracted; 200,000 tested, 0.17% active; activation factor at 20 µM;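 active means activation factor of 2 or more at 20 µM, a signal rise over negative controls twice the positive control's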
# TNAP inh no acc = blocks human TNAP activity with no phosphate acceptor present; P05186; purified TNAP, CDP-star luminescence, 30 min; inhibition, % at 20 µM; 200,000 tested, 0.26% active;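 active means tissue-nonspecific alkaline phosphatase inhibition above about 50% at 20 µM in the single-dose screen, limit read from the data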;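 further: 0% = DMSO negative control and 100% = EDTA positive control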
# Starred values were filed as active, the others as inactive.
cpd	Compound	TNAP act hiacc	TNAP inh hi DEA	PPARg SRC-1 ag	HMGR II inh	PPARg SRC-3 ag	PPARg SRC2 recr	TR-FRET SRC-2 ct	bIAP inhibitor	bIAP act	TNAP inh no acc
1	CC(C)NC(=O)CSc1nnc(-c2ccc(S(=O)(=O)N3CCCC3)cc2)n1CC1CCCO1 (centres undefined)	1	-0.9	2.7	4.4	0.5	-1.0	1453	-2.5	1	-6.7
2	O=C(Nc1ccc2c(c1)OCO2)C1Cc2ccccc2CN1S(=O)(=O)c1cccs1 (centres undefined)	1.1	-5.8	0.0	-7.4	-13.2	2.0	1431	12.8	0.9	1.3
3	COc1cc2nc(Cl)nc(N3CCN(C)CC3)c2cc1OC	1	-2.4	5.1	-0.8	1.6	1.7	1458	4.8	1	5.8
4	COc1cc(C(=O)NCCOc2ccccc2)c(Br)c(OC)c1OC	1	0.7	10.2	-4.4	11.2	11.5	1503	10.5	0.9	-6.2
5	CCn1c(CSCc2ccc(F)cc2)nnc1SCC(=O)NCc1ccccc1	1	-3.4	5.2	-5.2	4.7	9.2	1639	-6.5	1.1	-14.2
6	O=C(Nc1ccc2c(c1)OCCO2)C1CC1c1ccccc1 (centres undefined)	1	-3.9	-3.0	-0.6	-1.9	1.3	1556	-9.5	1.1	-8.6
7	OC(c1ccccc1)(c1ccccc1)C1CCN(C(=S)NC2CCCC2)CC1	1	-1.3	0.5	-11.2	-1.4	-2.3	1267	-2.9	1	-5.7
8	COc1ccc(S(=O)(=O)N(C)CC(=O)Nc2cccc(C(C)=O)c2)cc1Cl	1	-2.0	-0.6	-0.5	-6.3	1.4	1358	0.0	1	-14.9
9	N#Cc1c2c(c[nH]c1=O)CCN2Cc1ccccc1	1	-1.2	7.0	-6.9	4.5	11.2	1536	7.8	0.9	-3.9
10	CCOC(=O)N1CCN(C(=O)CN2C(=O)CC(C)(C)S(=O)(=O)c3ccccc32)CC1	1.1	-5.0	5.0	-1.7	-4.4	6.1	1718	4.5	1	-17.9
11	COc1ccccc1NC(=S)N(CCCN1CCOCC1)Cc1cccs1	1	-4.9	1.4	-5.4	1.4	-5.3	1679	-7.0	1.1	-9.2
12	O=C(NCc1cccnc1)c1c[nH]c2cc3c(cc2c1=O)OCCO3	1	-1.8	0.3	-0.7	-0.1	4.9	1505	-3.1	1	-8.8
13	CCOc1ccc(C2/C(=C(\O)c3cccc(OC)c3)C(=O)C(=O)N2c2cc(C)on2)cc1OC (centres undefined)	1	-3.9	2.0	3.2	5.5	0.5	1459	22.4	0.8	-10.2
14	COc1ccc(OC)c(NC(=O)c2c(NC(=O)c3ccco3)sc3c2CCC3)c1	1	-3.4	-2.2	-2.1	3.9	5.0	1614	-2.0	1	-4.4
15	Cc1cc(C(=O)Nc2nnc(C3CCCCC3)s2)no1	1	0.9	-2.9	-2.1	-6.3	4.2	1722	1.5	1	-1.0
16	CCOC(=O)c1ccccc1NC(=O)c1cc(S(=O)(=O)N2CCOCC2)ccc1F	1.1	-5.8	-6.0	1.8	4.0	1.9	1450	-7.4	1.1	-8.2
17	CC(NCc1ccncc1)C12CC3CC(CC(C3)C1)C2 (centres undefined)	1	-4.3	-12.1	0.6	-1.2	-2.6	1466	-10.5	1.1	-9.5
18	CC(NC(=O)C12CC3CC(CC(C3)C1)C2)C(=O)N/N=C/C1=C(N2CCOCC2)C(=C\c2cccc([N+](=O)[O-])c2)/CC1 (centres undefined)	1	0.1	-7.9	-11.0	-2.4	-7.5	1373	-10.4	1.1	0.3
19	CC(C)(C)c1cc(S(=O)(=O)CCc2ccccn2)cc(C(C)(C)C)c1F	1	-2.7	0.3	3.6	3.7	4.1	1617	1.3	1	-15.3
20	Cc1ccc(CN2CCN(CC(C)C)C(CCO)C2)s1 (centres undefined)	1	3.7	5.3	-6.6	1.7	5.9	1732	7.3	0.9	0.2
21	O=c1[nH]c(CN2CCc3ccccc32)nc2scc(-c3cccs3)c12	0.9	6.4	14.2	2.1	11.1	7.0	1607	-5.8	1.1	2.3
22	Cc1ccc(CN2C(=O)CCC2C(=O)NCc2ccc3c(c2)OCO3)cc1 (centres undefined)	1.1	-5.1	3.9	-1.9	-6.8	4.7	1708	-12.3	1.1	-8.3
23	COc1ccc(-c2cnc(N)n2C)cc1	1.1	-5.7	0.8	-4.4	7.7	-1.4	1600	-3.4	1	-4.9
24	CC(=O)Nc1ccc(NC(=O)CSc2nnc(-c3ccco3)o2)cc1	1	-1.3	4.3	-2.9	3.0	3.3	1576	-5.1	1.1	-4.4
25	Cn1c(SCC(=O)Nc2ccccc2F)nnc1-c1ccc(S(=O)(=O)N2CCOCC2)cc1	1	-4.0	-2.7	-6.6	-13.1	-0.2	1381	3.0	1	-9.1
26	CN(C)C(=O)Cn1c(SCC(=O)Nc2ccc3c(c2)OCO3)nc2ccccc21	1.1	-5.1	-3.1	-2.8	11.5	-4.5	1355	-10.6	1.1	-7.8
27	O=C(N/N=C/c1cccc([N+](=O)[O-])c1)c1cccc(Br)c1	1.1	-7.6	6.9	-5.4	4.2	-0.3	1542	3.3	1	-19.9
28	Cn1nnc(NC(=O)c2cccc(OCc3ccccc3)c2)n1	1	-2.7	2.0	-3.0	0.2	6.0	1477	8.1	0.9	-13.8
29	COc1ccc(CC(=O)NNc2ncnc3c2cnn3-c2ccc(C)cc2)cc1	1	1.8	-7.5	0.0	-0.2	-4.9	1537	-24.1	1.2	-121.7
30	Cc1ccc(-n2nnc3c(=O)oc4ccccc4c32)cc1	1	1.6	-6.8	-2.1	-5.5	-3.5	1353	7.6	0.9	3.3
31	CCN=C1SC(CC(=O)Nc2ccccc2OCC)C(=O)N1CC (centres undefined)	1.1	-5.5	2.1	-0.3	4.0	12.4	1539	-0.4	1	-14.2
32	O=C1NN=C(c2ccccc2)CC1c1c[nH]c2ccccc12 (centres undefined)	1	-3.6	4.4	-5.7	1.8	12.4	1566	-7.6	1.1	-15.7
33	CC(=O)Nc1ccccc1-c1nc2ccccc2nc1OCC(=O)c1ccc(Br)cc1	1	-1.2	-8.1	-3.9	1.6	2.5	1585	-7.7	1.1	-6.5
34	Cc1noc(C)c1COC(=O)CCN1c2ccccc2Sc2ccccc21	1.1	-8.0	6.9	-4.1	5.4	4.9	1484	6.1	0.9	-12.8
35	CCN(CC(=O)Nc1cc(Cl)ccc1C)c1ncnc2sc(C)c(C)c12	1.1	-6.5	-4.4	-3.1	0.5	6.3	1369	18.6	0.8	-8.2
36	Cc1cc(O)c(NC(=O)c2ccco2)cc1C	1	-3.0	7.5	-2.2	9.9	12.7	1605	10.4	0.9	-8.4
37	CC(C)C(NS(=O)(=O)c1cccs1)C(=O)N1CCc2ccccc2C1 (centres undefined)	1	1.2	7.1	-6.9	-7.6	4.0	1566	1.3	1	-6.7
38	Cc1ccc(NC(=S)NCc2cccs2)cc1	1	-3.1	2.8	2.3	1.3	9.2	1567	19.3	0.8	-17.3
39	Cc1nn(-c2ccc(C(F)(F)F)cn2)c(C)c1Oc1ccccc1O	1	-1.9	-1.1	-0.4	-2.7	-11.0	1577	-0.5	1	5.6
40	Cc1ccccc1NC(=O)/C(=C\c1cccs1)NC(=O)c1ccco1	1	3.5	14.7	2.5	10.8	1.7	1602	12.0	0.9	-6.0
41	CCOC(=O)c1ccc(NC(=O)CCC(=O)OC)cc1	1	-2.6	1.3	-8.2	-12.2	1.1	1479	-7.0	1.1	-5.1
42	CCSc1cc(C)nc2c(-c3ccc(Cl)cc3)c(C)nn12	1	-3.4	-1.4	-6.4	-1.7	-0.2	1394	-0.1	1	-10.0
43	NC(=NC(=O)c1ccc(Cl)cc1)N1N=CCC1c1ccccc1 (centres undefined)	1	0.0	-1.6	-3.3	3.9	6.5	1732	-16.1	1.2	-2.9
44	COCCCNC(=O)Cn1nnc(-c2ccc(NC(=O)c3ccccc3F)cc2)n1	1	1.6	0.2	3.6	-4.3	1.4	1408	-4.5	1	-1.9
45	COc1ccc(S(=O)(=O)NNC(=O)C2CC(c3cccnc3)=NO2)cc1 (centres undefined)	1.1	-5.5	4.8	-5.3	-3.4	-0.4	1448	-3.2	1	-13.7
46	O=C(CCCn1c(=S)[nH]c2ccccc2c1=O)NC1CCCCC1	1.1	-7.3	-2.9	1.7	-0.3	8.0	1554	13.7	0.9	-16.7
47	CCCCCCCCn1cnc2c(N)c(C)c(C)cc21	1	-3.7	5.0	0.5	3.4	-7.3	1494	-4.3	1	-3.8
48	COc1ccc(NCC(=O)N/N=C2\CCc3ccccc32)cc1	1	-0.2	-3.7	-1.2	-2.0	-2.9	1510	-17.1	1.2	-15.3
49	Cc1c(C(=O)NN)nn(-c2ccc(Cl)cc2)c(=O)c1C#N	1	1.9	1.8	-0.4	-3.7	6.7	1663	-13.0	1.1	-5.4
50	Cc1ccc(C(=O)N[C@H](C(=O)Nc2cc(Cl)cc(Cl)c2)C(C)C)cc1	1	1.1	-2.6	2.3	-4.7	7.2	1436	22.8	0.8	-3.3
51	CC1=C(C#N)c2nc(N)c(C#N)c(C)c2/C1=C\c1ccc(-c2ccccc2C(=O)O)o1	0.6	35.7	13.9	-3.9	2.2	6.1	1642	27.9	0.7	36.1
52	COCCNC(=O)c1cc(-c2cccc(OC)c2)on1	1	-4.5	5.6	-0.8	-0.9	1.6	1291	9.3	0.9	-7.7
53	COc1ccccc1-n1c(C)nc2cc(C(=O)NCc3ccc4c(c3)OCO4)ccc21	0.9	7.6	1.1	-2.9	-5.0	-0.5	1463	49.4	0.5	-7.6
54	CCCCNC(=O)C(=O)N/N=C/c1ccc(C(=O)OC)cc1	1	-2.8	1.5	-3.8	-4.0	-7.1	1524	-23.0	1.2	-14.7
55	Cc1cc2ccccc2n1CCNC(=O)C(C)C	1	-1.1	0.6	-0.5	-2.7	0.0	1604	7.4	0.9	-8.5
56	O=C(NCc1ccccc1)C1=C[C@@H](c2ccc(Br)cc2)C[C@@H](OCc2ccc(CO)cc2)O1	1	-3.1	11.1	4.0	4.8	3.4	1704	0.3	1	-7.0
57	COc1ccc(CCNC(=O)c2c(N)no[n+]2[O-])cc1OC	1	-1.7	4.0	-5.8	6.5	10.9	1666	-10.1	1.1	2.4
58	CCNC(=O)C1CC(=O)N(c2ccc(Br)cc2)C1 (centres undefined)	1.1	-6.3	3.9	-2.4	5.5	2.4	1565	3.1	1	-11.9
59	COCCCNC(=O)C1CCN(C(=O)c2cc3sccc3n2Cc2ccc(F)cc2)CC1	1	-1.6	-3.4	-5.3	-4.1	-5.7	1441	-5.2	1.1	-9.7
60	O=C(c1scc2c1CCCC2)N1CCCCC1	1	-4.7	6.8	-2.4	2.4	6.9	1549	15.4	0.8	-8.4

# Looked up above:
# no. 51 | TNAP act hiacc = 0.6
# no. 58 | TNAP act hiacc = 1.1

# Reprinted from the entries so far for reference:
cpd	Compound	TNAP act hiacc	TNAP inh hi DEA	PPARg SRC-1 ag	HMGR II inh	PPARg SRC-3 ag	PPARg SRC2 recr	TR-FRET SRC-2 ct	bIAP inhibitor	bIAP act	TNAP inh no acc
1	CC(C)NC(=O)CSc1nnc(-c2ccc(S(=O)(=O)N3CCCC3)cc2)n1CC1CCCO1 (centres undefined)	1	-0.9	2.7	4.4	0.5	-1.0	1453	-2.5	1	-6.7
2	O=C(Nc1ccc2c(c1)OCO2)C1Cc2ccccc2CN1S(=O)(=O)c1cccs1 (centres undefined)	1.1	-5.8	0.0	-7.4	-13.2	2.0	1431	12.8	0.9	1.3

# Source: PubChem BioAssay (several laboratories)
